APOBEC3A inh – blocks human APOBEC3A ssDNA deamination; P31941; recombinant A3A, FAM/TAMRA ssDNA deamination fluorescence; inhibition, % at 20 µM; 0.41% of 330,000 active; AID 493011;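 active means at least 40% inhibition at 20 µM here, with at most 30% in a related deaminase screen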;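 further: plate controls were A3A with DMSO for no effect and wells lacking A3A enzyme for full effect; some results filed as inactive read as strong as hits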
Target sequence (P31941 whole entry, looked up): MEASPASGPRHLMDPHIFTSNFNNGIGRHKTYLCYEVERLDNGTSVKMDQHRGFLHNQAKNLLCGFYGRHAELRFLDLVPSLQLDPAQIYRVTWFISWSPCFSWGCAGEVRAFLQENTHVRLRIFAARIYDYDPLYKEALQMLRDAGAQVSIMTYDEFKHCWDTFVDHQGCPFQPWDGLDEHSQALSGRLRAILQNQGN
mIAP block – blocks mouse intestinal alkaline phosphatase; 0.2% of 330,000 active; inhibition, % at 10 µM; purified mouse IAP, CDP-Star luminescence, 30 min; AID 2806;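 active means inhibition of at least 40% at 10 µM in the primary screen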;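 further: plate controls were DMSO with enzyme for no effect and no enzyme wells for full effect; values of inactives mirror those of a sister screen read the other way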
PfGluPho inh – PfG6PD (Plasmodium falciparum) enzyme inhibition; 0.78% of 350,000 active; inhibition, % at 20 µM; PfGluPho enzyme, NADPH resazurin-diaphorase fluorescence;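 active means inhibition reaching at least a set limit at 20 µM in the primary screen, cut at about 59% in these data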;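 further: 0% = DMSO wells with substrate and 100% = DMSO wells lacking glucose-6-phosphate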
HKDC1 inhibitor – inhibitors of human hexokinase HKDC1 | Q2TB90 | recombinant HKDC1, G6PDH/diaphorase resazurin coupled fluorescence | inhibition, % at 20 µM | 0.16% of 340,000 active | AID 493160;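 active means inhibition above about 35% when tested at 20 µM, limit read from the data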;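 further: plate controls were DMSO wells with enzyme for no effect and DMSO wells lacking enzyme for full effect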
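Assay system: recombinant HKDC1 hexokinase; detection: coupled resazurin fluorescence, excitation 525 nm, emission 613 nm; benchmarks: DMSO-plus-enzyme-mix negative control, buffer-substituted positive control; compound dosing: single 20 µM dose; schedule: 90 min at room temperature in dark; also added: glucose plus 1 mM ATP as hexokinase substrates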
ATG4B inhibitor – inhibitors of human ATG4B cysteine protease; ATG4B cleavage of LC3-PLA2, NBD-HPC fluorescence, 1 h; inhibition, % at 8.33 µM; 0.51% of 340,000 active; in the data active means inhibition above about 40%
Target sequence (Q9Y4P1 whole entry, looked up): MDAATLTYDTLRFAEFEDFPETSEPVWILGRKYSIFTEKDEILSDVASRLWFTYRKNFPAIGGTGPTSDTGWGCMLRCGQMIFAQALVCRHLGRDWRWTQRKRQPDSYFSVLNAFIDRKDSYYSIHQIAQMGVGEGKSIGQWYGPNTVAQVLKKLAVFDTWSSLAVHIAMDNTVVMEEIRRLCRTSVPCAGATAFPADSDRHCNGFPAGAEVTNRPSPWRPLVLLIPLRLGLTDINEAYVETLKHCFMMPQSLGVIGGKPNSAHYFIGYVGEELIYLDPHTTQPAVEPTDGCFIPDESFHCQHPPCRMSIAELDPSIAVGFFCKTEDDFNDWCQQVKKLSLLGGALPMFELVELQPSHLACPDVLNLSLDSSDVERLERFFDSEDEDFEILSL
mIAP act – increases mouse intestinal alkaline phosphatase activity | AID 2805 | 0.24% of 330,000 active | muIAP, CDP-Star luminescence, 30 min; active compounds read high; 1 = vehicle-only enzyme signal, 0 = enzyme-free wells | activation factor at 10 µM;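 active means activation factor of at least 2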; further: the source names both 10 and 20 µM as test concentration; values of inactives mirror those of a sister screen read the other way
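Assay system: mouse IAP enzyme; reagent: chemiluminescent substrate CDP-Star; dosing: test compounds delivered from DMSO solution; schedule: 30 min at room temperature; measured by: luminescence from enzymatic CDP-Star hydrolysis; controls: DMSO-only wells and no-enzyme negative control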
hIAP activ – human IAP activation | P09923 | purified human IAP, CDP-Star luminescence, 30 min; active compounds read high; 1 = vehicle-only enzyme, 0 = enzyme-free background | activation factor at 10 µM | 0.16% of 330,000 active | AID 2524;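 active means activation factor of the enzyme at least 2-fold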; further: the source names both 10 and 20 µM as test concentration; values of inactives mirror those of a sister screen read the other way
hIAP inh – human IAP inhibition; 0.12% of 330,000 active; P09923; inhibition, % at 10 µM; purified IAP, CDP-Star luminescence, 30 min;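 active means inhibition reaching a set limit with compound at 10 µM in the primary screen, cut at about 35% in these data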;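 further: plate controls were DMSO wells with enzyme for no effect and no-enzyme buffer wells for full effect; values of inactives mirror those of a sister screen read the other way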
Numbers without * were called inactive; . = no result given.

APOBEC3A inh	mIAP block	PfGluPho inh	HKDC1 inhibitor	ATG4B inhibitor	mIAP act	hIAP activ	hIAP inh	canonical_smiles
0	6	0	-5	-5	0.94	1	-1	COCCCN1C(=O)CS/C1=N\S(=O)(=O)c1ccccc1
2	5	-10	-1	-8	0.95	0.91	9	O=C(N1CCN(c2cccc(Cl)c2)CC1)C1(c2cccs2)CCOCC1
-1	4	-2	-5	-3	0.96	1	-4	COC(=O)c1cccc(NC(=O)c2ccco2)c1
-2	8	12	19	-2	0.92	0.93	7	CCOC(=O)N1CCN(Cc2nc(N)nc(Nc3ccccc3C)n2)CC1
1	-2	3	4	2	1	0.83	17	CC(NCc1cccn1C)c1ccccc1 (configuration not stated)
-4	3	-3	6	2	0.97	0.94	6	Cc1cc(C)c2nc(N3CCCN(C(=O)c4cnccn4)CC3)c(C#N)cc2c1
2	5	8	7	-5	0.95	0.91	10	CCC(C)[C@H](NC(=O)Nc1ccccc1F)C(=O)OC (some centres not stated)
-3	-12	-10	2	-2	1.1	1.1	-9	O=C(Nc1cccc(-c2nnc(-c3ccco3)o2)c1)C(c1ccccc1)c1ccccc1
-3	0	-7	-6	3	1	0.95	5	Cc1cc(C)nc(N2CCCC(C(=O)Nc3cccc(Cl)c3)C2)n1 (configuration not stated)
-3	-4	-8	3	-3	1	1	-2	Cc1ccc(-c2nn(-c3ccccc3)cc2C(=O)NCC2CCCO2)cc1 (configuration not stated)
13	4	9	-5	-3	0.96	0.93	8	COc1ccc2c(c1)c1nc3ccccc3nc1n2Cc1ccc(OC(C)C)c(OC)c1
-2	2	1	0	1	0.98	0.97	2	Cc1ccccc1NC(=O)CSc1nnc2ccc(-c3ccccn3)nn12
-1	4	-7	-7	3	0.96	0.83	17	O=c1ccc2cc(S(=O)(=O)N3CCOCC3)ccc2o1
-2	-13	-2	3	37	1.1	1.2	-22	O=C(Nc1ccnn1C1CCN(Cc2ccccc2OC(F)F)CC1)c1cccc(F)c1
1	-7	-2	-2	-7	1.1	1.1	-6	O=S(=O)(c1ccc2ccccc2c1)N(CC(O)CN1CCOCC1)c1ccccc1 (configuration not stated)
1	1	26	-6	2	0.99	1	-4	C=CCn1c(NC(=O)c2ccco2)nc2ccccc21
0	-2	3	-8	3	1	1.2	-16	CCOc1cccc(N(C(=O)Cc2cccs2)C(C(=O)NC2CCCCC2)c2cccn2C)c1 (configuration not stated)
0	4	13	7	-4	0.96	0.72	28	O=C1C(Cc2ccccc2)Nc2ncnc(N3CCCCC3)c2N1Cc1ccc(Cl)cc1 (configuration not stated)
-2	-6	8	8	0	1.1	1.3	-35	O=C(CN1C(=O)CCC1=O)Nc1nc(-c2ccccn2)cs1
-3	8	49	3	42*	0.92	1.1	-9	CSc1n[nH]c2nc3c(c(=O)n12)C1(CCCCC1)Cc1ccccc1-3
-5	-2	8	9	0	1	0.71	28	CCCCCCSc1cc(-c2nc3ccc(Cl)cn3c2NC2CCCCC2)ccc1OC
-2	5	1	6	7	0.95	0.93	7	O=C(O)CCSc1ccccn1
-1	-6	21	0	-2	1.1	1.1	-10	S=c1[nH]nc(-c2ccco2)n1-c1ccc(Br)cc1
-4	0	-1	-2	-10	1	0.87	13	O=S(=O)(c1cnccc1N1CCN(/N=C/c2ccccc2)CC1)N1CCCCC1
-2	1	-24	0	2	0.99	1.7	-74	CCCCNC(=S)NNC(=O)c1cc(-c2cccnc2)nc2ccccc12
0	-7	-14	7	-10	1.1	1.1	-7	COc1ccc(-c2cc(=O)oc3cc(OCC(=O)N(C)C4CCS(=O)(=O)C4)ccc23)cc1 (configuration not stated)
3	8	73*	-1	-7	0.92	1	-4	CCOc1ccccc1-n1c(=S)sc2c(=O)n(-c3ccccc3)c(=S)[nH]c21
-7	4	1	-8	8	0.96	1.1	-13	Cc1nc(SCC(=O)NC(=O)NCCC(C)C)c2c(-c3cccs3)csc2n1
-3	12	-32	15	-1	0.88	1.1	-7	CC(C)Oc1ccc(CSc2ncn[nH]2)cc1
-1	-7	11	-4	3	1.1	0.97	3	Cc1cccc(N2CCN(C(=O)c3cc4cc(F)ccc4[nH]3)CC2)c1C

Five records picked at random from those above, as already listed:
APOBEC3A inh	mIAP block	PfGluPho inh	HKDC1 inhibitor	ATG4B inhibitor	mIAP act	hIAP activ	hIAP inh	canonical_smiles
-4	0	-1	-2	-10	1	0.87	13	O=S(=O)(c1cnccc1N1CCN(/N=C/c2ccccc2)CC1)N1CCCCC1
-1	-7	11	-4	3	1.1	0.97	3	Cc1cccc(N2CCN(C(=O)c3cc4cc(F)ccc4[nH]3)CC2)c1C
-1	4	-2	-5	-3	0.96	1	-4	COC(=O)c1cccc(NC(=O)c2ccco2)c1
0	-7	-14	7	-10	1.1	1.1	-7	COc1ccc(-c2cc(=O)oc3cc(OCC(=O)N(C)C4CCS(=O)(=O)C4)ccc23)cc1 (configuration not stated)
-3	-4	-8	3	-3	1	1	-2	Cc1ccc(-c2nn(-c3ccccc3)cc2C(=O)NCC2CCCO2)cc1 (configuration not stated)

(cont.)
APOBEC3A inh	mIAP block	PfGluPho inh	HKDC1 inhibitor	ATG4B inhibitor	mIAP act	hIAP activ	hIAP inh	canonical_smiles
4	-10	13	7	-8	1.1	1	-2	COCCSc1nnc(NC(=O)C2CCN(C(=O)c3ccco3)CC2)s1
-7	12	-13	1	4	0.88	0.93	7	Cc1ccc(-c2csc(NC(=S)NC(=O)c3ccco3)n2)cc1
-6	3	-4	-4	-9	0.97	0.96	4	O/N=C1\CC/C(=N\O)c2nn(-c3ccccc3Cl)nc21
-4	-13	-7	-8	-2	1.1	1.1	-13	COc1cccc(CC(=O)N2CCN(c3ccccc3[N+](=O)[O-])CC2)c1
-1	-1	-18	-3	-2	1	1.1	-13	CC1C(=O)N2CCCc3cc(S(=O)(=O)Nc4ccccc4C(N)=O)cc1c32 (configuration not stated)
0	-2	59*	-1	12	1	1.2	-22	O=C(Nc1ccc(N2CCCC2)c(Cl)c1)c1ccc(Br)o1
-5	-8	-12	-8	9	1.1	1.1	-12	Cc1onc(-c2ccccc2Cl)c1C(=O)Nc1ccccc1C(N)=O
0	4	1	-11	-10	0.96	1.2	-16	CCOC(=O)Cn1nc(NC(=O)c2ccc(C(=O)OC)cc2)cc1C
-4	-9	-5	-5	-8	1.1	1.3	-31	CNc1oc(-c2ccccc2Cl)nc1C#N
-11	-5	-14	3	-6	1.1	0.97	3	C/C=C/c1ccc(OCCCn2cncn2)c(OC)c1
46	18	40	21	-4	0.82	0.93	7	Cc1onc(-c2ccccc2Cl)c1C(=O)NCc1ccco1
-4	10	-17	-1	-1	0.9	1	-5	C=CCC1(O)C(=O)N2C(=C1C(=O)OCC)c1ccc3ccccc3c1CC2(C)C (configuration not stated)
-1	2	0	-8	-7	0.98	1.3	-30	CCCC1=C(C(=O)OCC)C(c2cccnc2)n2nc(C)nc2N1 (configuration not stated)
-3	10	25	-11	0	0.9	0.88	12	O=C(NCCCn1ncc2ccccc21)c1cc(COc2c(F)cccc2F)on1
1	0	7	-4	-8	1	0.76	24	CCOc1ccc(CCNC(=O)c2cccc(-n3cnnn3)c2)cc1OCC
-10	1	-9	-7	-5	0.99	1.1	-14	COc1cc(C(=O)NCC(=O)OCCN2C(=O)c3ccccc3C2=O)cc(OC)c1OC
1	-10	1	-5	-9	1.1	1.1	-7	Cc1ccc([N+](=O)[O-])cc1N1C(=O)CS/C1=N\NC(=O)c1cccnc1
-2	-6	-11	13	3	1.1	0.96	4	O=C(Nc1cc([N+](=O)[O-])ccc1F)C1CC1
-7	2	-1	-8	-1	0.97	1.1	-10	CN1CCc2c(sc(NC(=O)c3ccc(S(=O)(=O)N4CCCC4)cc3)c2C(N)=O)C1
-2	7	-12	8	7	0.93	0.98	2	NNC(=O)c1cc(-c2ccc(O)cc2)nc2ccc(Br)cc12
-21	5	17	-18	-9	0.95	1.1	-8	COc1ccc(C2C(C#N)=C(N)Oc3cc(C)[nH]c(=O)c32)c(OC)c1OC (configuration not stated)
0	-6	16	-3	3	1.1	1.1	-11	Cc1cccc(C(=O)Nc2cccc3cccnc23)c1
-2	5	-8	0	-9	0.95	1.1	-12	Cc1ccc(C2/C(=C(/O)c3ccc4c(c3)CC(C)O4)C(=O)C(=O)N2CCCn2ccnc2)cc1 (configuration not stated)
-7	-9	0	-9	-3	1.1	1.2	-16	COC(=O)CSc1nc2cc3c(cc2cc1C)OCCO3
27	0	6	0	2	1	0.96	4	CCCCOc1c(C(=O)Nc2ccccc2)nnn1-c1ccccc1
1	-1	0	-1	-5	1	1.2	-16	CC(C)CN(C(=O)C1CCCO1)c1c(N)n(CC(C)C)c(=O)[nH]c1=O (configuration not stated)
-5	6	.	.	.	0.94	0.95	5	CCOC(=O)C1=C(C)NC(=O)C1CC(=O)Nc1ccccc1 (configuration not stated)
-2	6	4	-10	0	0.94	0.82	18	CCOc1ccc(N2C(N)=NC(N)=NC2(C)C)cc1
2	-1	1	-3	-8	1	0.95	5	CCOC(=O)C(CN1CCCC1)c1ccccc1 (configuration not stated)
-3	7	-1	4	0	0.93	0.89	11	Cc1cc(OCc2cc(C(=O)N(C)C3CCOC3)no2)cc(C)c1Cl (configuration not stated)
1	9	15	-4	5	0.91	0.66	34	Cc1cc(OCCOc2cccc3cccnc23)c(C)cc1Cl
-1	-15	-10	-2	0	1.1	0.99	1	NCCCC[C@H]1CN=C(N)N1CC1CCCCC1
1	0	6	-10	-9	1	1.1	-6	COc1cc(OC)cc(C(=O)Nc2cccnc2)c1
6	-1	93*	-3	2	1	1.5	-53	N=c1n(CCN2CCCCC2)c2ccccc2n1CC(=O)c1ccc(Cl)c(Cl)c1
0	-3	-19	-4	4	1	1.4	-38	CCCCC(=O)NNC(=S)NCc1ccccc1
2	1	-7	0	17	0.99	1.1	-14	Cc1cc(Cl)c(S(=O)(=O)N2CCN(c3cccc(C)c3C)CC2)cc1OCC(N)=O

High-throughput results as filed in PubChem BioAssay.
